Screening data (PubChem BioAssay)
Neddyl block: blocks human cullin neddylation; P61081+Q13564; TR-FRET cullin neddylation, biochemical; calls only at 25 µM; 360,000 tested, 0.58% active; in the data active = inhibition above about 36%
FAS TE block: blocks the thioesterase domain of human fatty acid synthase. recombinant FAS-TE, OMFH fluorogenic substrate, fluorescence endpoint. inhibition, % at 15 µM. AID 602261. P49327. 360,000 tested, 0.67% active;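 active = compounds whose normalised, plate-corrected inhibition of enzyme fluorescence in the single-dose primary screen is 50% or more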;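 note: 0% = DMSO with enzyme and 100% = substrate without enzyme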
Rin1 Abl inh: inhibitors of human Rin1-Abl protein interaction; P00519+Q13671; TR-FRET Rin1/Abl binding, biochemical; inhibition, % at 7.35 µM; 360,000 tested, 0.4% active; in the data active = inhibition above about 5%, passing the limit was not always enough
Tb MetRS inh: Trypanosoma brucei MetRS inhibition. inhibition, % at 11.9 µM. purified T. brucei MetRS, ATP depletion, Kinase-Glo luminescence. 360,000 tested, 0.4% active;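 active = inhibition above a per-plate cutoff of the control wells' mean inhibition plus 3 SD, cut at about 5.5% in these data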;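 note: 0% = DMSO wells median and 100% = median of wells with control inhibitor compound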
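Test system – parasite MetRS enzyme · Reagent – substrates ATP, L-methionine and bulk Escherichia coli tRNA · Doses – 11.9 µM compound single dose, 0.9% DMSO · Times – 15 min enzyme-compound preincubation, 2 h reaction, 10 min detection, 25 °C · Signal – Kinase-Glo luminescence, ATP depletion format · Controls – DMSO-only wells as low control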
bovine MsrA act: activators of bovine methionine sulfoxide reductase A; purified bovine MsrA, absorbance read-out; activation, % at 10.6 µM; 360,000 tested, 0.3% active; in the data active = activation above about 7.5%;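 note: 0% = vehicle and 100% = reference activator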
eLon inh: inhibits E. coli Lon protease; purified E. coli Lon protease, fluorescence polarization; inhibition, % at 7.94 µM; 360,000 tested, 0.42% active; AID 602123; in the data active = inhibition above about 13%, passing the limit was not always enough;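 note: 0% = enzyme with probe and DMSO and 100% = no enzyme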
Target sequence (P0A9M0 whole entry, looked up): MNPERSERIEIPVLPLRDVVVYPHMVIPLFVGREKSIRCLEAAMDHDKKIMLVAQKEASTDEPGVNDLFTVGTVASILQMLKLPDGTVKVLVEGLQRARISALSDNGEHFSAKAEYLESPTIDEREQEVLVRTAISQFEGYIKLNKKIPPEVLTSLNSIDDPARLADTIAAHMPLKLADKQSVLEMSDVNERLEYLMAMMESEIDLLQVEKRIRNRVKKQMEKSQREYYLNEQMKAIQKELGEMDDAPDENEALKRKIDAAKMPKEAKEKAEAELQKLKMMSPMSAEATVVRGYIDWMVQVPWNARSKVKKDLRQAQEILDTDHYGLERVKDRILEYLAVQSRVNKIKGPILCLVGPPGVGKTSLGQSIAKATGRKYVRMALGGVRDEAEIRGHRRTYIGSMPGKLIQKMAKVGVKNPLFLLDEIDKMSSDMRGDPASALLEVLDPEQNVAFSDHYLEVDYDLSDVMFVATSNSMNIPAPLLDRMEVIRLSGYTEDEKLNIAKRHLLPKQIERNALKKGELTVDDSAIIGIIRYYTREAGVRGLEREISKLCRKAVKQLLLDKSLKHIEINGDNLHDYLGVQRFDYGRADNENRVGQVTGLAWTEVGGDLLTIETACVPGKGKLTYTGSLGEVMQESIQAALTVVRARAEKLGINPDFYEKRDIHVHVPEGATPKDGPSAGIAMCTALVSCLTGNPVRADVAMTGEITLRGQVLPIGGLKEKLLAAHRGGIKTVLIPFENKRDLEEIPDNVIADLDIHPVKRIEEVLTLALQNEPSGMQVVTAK
CSN deneddyl inh: inhibitors of human CSN-mediated cullin deneddylation; Q92905; Purified CSN, SCF-Nedd8-OG deneddylation, fluorescence polarization; inhibition, % at 12.5 µM; 360,000 tested, 0.38% active;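 active = pattern-corrected inhibition above about 35%, with an unprinted fluorescence ratio check between 0.5 and 1.5, limit read from the data, passing the limit was not always enough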;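 note: 0% = enzyme with substrate and 100% = substrate without enzyme; some results filed as inactive read as strong as hits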
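Material: purified human Csn5 enzyme expressed in HEK293T cells / Medium: Tris buffer pH 7.5, NaCl, DTT, Tween-20, trehalose, ovalbumin / Compound dosing: 12.5 µM single point / Schedule: 90 min incubation of compound, enzyme and substrate at room temperature / Signal: fluorescence polarization of the substrate / Control set: no-enzyme wells high, enzyme-with-substrate wells low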
MsrA inhibitor: bovine MsrA inhibition. AID 651718. purified bovine MsrA, absorbance read-out. inhibition, % at 15.5 µM. 360,000 tested, 0.75% active; in the data active = inhibition above about 4.5%;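 note: 0% = vehicle wells with enzyme and 100% = reference inhibitor wells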
PABP1 MLLE inh: inhibitors of microRNA-mediated deadenylation, human PABP1 MLLE binding | GST-MLLE / FITC-PAM2 fluorescence polarization | AID 588489 | inhibition, % at 20 µM | P11940 | 360,000 tested, 0.36% active; in the data active = inhibition above about 35%, passing the limit was not always enough;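 note: plate controls were DMSO wells with GST-MLLE for no effect and wells lacking GST-MLLE protein for full effect; some results filed as inactive read as strong as hits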
An asterisk follows results filed as active; i = inactive; . = not tested or not shown.

nr	canonical_smiles	Neddyl block	FAS TE block	Rin1 Abl inh	Tb MetRS inh	bovine MsrA act
1	O=C(Nc1ccc2c(c1)OCCO2)c1cncc(Br)c1	i	-5	2	-3.7	9.2*
2	COc1cccc(Oc2nccc(N(C)C)c2C#N)c1	i	-3	1	-1.3	-9
3	COc1ccc(NC(=O)c2cc(CC(C)C)on2)cc1OC	i	-5	0	0.1	-1
4	CCc1nc2ccccc2c(=O)n1NC(=O)c1c(O)c2cccc3c2n(c1=O)CCC3	i	4	0	-0.6	2
5	CCCCn1c(SCC(=O)Nc2ccc(NC(C)=O)cc2)nc2ccccc2c1=O	i	5	-2	0.5	-2
6	O=c1cc(-c2ccccc2)[nH]c2[nH]n(-c3ccccc3)c(=O)c12	i	-7	-3	-0.6	-17
7	Cc1cc(F)ccc1S(=O)(=O)N1CCCOC1CNC(=O)C(=O)NCCCN1CCOCC1 (stereo not drawn)	i	-5	-1	-0.4	-2
8	CN(C)C=NC(=O)c1[nH]c2ccc(Cl)cc2c1-c1ccccc1	.	9	-1	0.8	-1
9	COc1ccc(S(=O)(=O)N2CCCCC2)cc1NC(=S)Nc1cccc(Cl)c1C	i	18	3	-0.1	0
10	C=CCOC(=O)C(C#N)c1nc2ccccc2nc1N1CCN(c2ccccc2OCC)CC1 (stereo not drawn)	i	19	0	-0.4	0

nr	eLon inh	CSN deneddyl inh	MsrA inhibitor	PABP1 MLLE inh
1	0	-1	0.5	7
2	-1	-3	3.4	-9
3	-10	-7	-0.2	18
4	-6	0	1.0	4
5	-1	-1	0.2	-8
6	4	5	-0.1	11
7	-18	1	-1.2	7
8	-7	5	2.6	-10
9	-18	6	-1.0	27
10	-2	-7	-0.7	16

Additional results.
nr	canonical_smiles	Neddyl block	FAS TE block	Rin1 Abl inh	Tb MetRS inh	bovine MsrA act
11	O=c1c2ccccc2sn1-c1ccc(F)cc1	i	-12	4	-0.4	12*
12	COc1ccccc1C(=O)OCC(=O)N1CCC(Cc2ccccc2)CC1	i	7	2	-0.3	-3
13	Cc1cc(C)nc(SCC(=O)NN=C2CCCC2)n1	i	-5	-1	-0.3	1
14	Cc1sc(NC(=O)CS(=O)(=O)c2ccccc2)c(C(N)=O)c1C	i	-6	-1	0.2	0
15	C=CCn1c(SCC(=O)NCCCC)nc2scc(-c3ccco3)c2c1=O	i	7	0	0.1	-6
16	CC[C@]12c3[nH]c4ccccc4c3CCN1C(=O)C(CC(=O)NCc1ccc(OC)c(OC)c1)C[C@@H]2C(=O)N1CCN(C(=O)C2CC2)CC1 (stereo partly drawn)	i	-5	0	-1.4	3
17	CCn1cc(C2=NOC(C(=O)Nc3ccccc3C(=O)OC)C2)c(C)n1 (stereo not drawn)	i	2	1	-1.2	-8
18	Cc1ccccc1NC(=O)CN1C(=O)S/C(=C/c2cccnc2)C1=O	i	-2	0	0.5	-1
19	CC(C)Oc1ccc(C(=O)Nc2nnc(C3=COCCO3)o2)cc1	i	-6	-1	-0.2	-3
20	Cc1ccc2cc(CCNC(=O)C3CCCCC3)c(=O)[nH]c2c1C	i	-7	2	-0.7	-2

nr	eLon inh	CSN deneddyl inh	MsrA inhibitor	PABP1 MLLE inh
11	8	7	0.5	37*
12	-4	1	-0.3	-17
13	4	-4	-0.8	-14
14	-17	-9	-0.1	-10
15	-14	10	0.0	-4
16	-3	-1	-0.7	8
17	0	-2	.	0
18	-13	-7	0.0	26
19	8	0	1.4	2
20	-6	3	-1.7	8

(continued)
nr	canonical_smiles	Neddyl block	FAS TE block	Rin1 Abl inh	Tb MetRS inh	bovine MsrA act
21	Cc1cccc(NC(=O)CSCC(=O)Nc2ccc(S(=O)(=O)N3CCCCC3)cc2)c1	i	6	2	-0.3	0
22	CCOc1ccccc1NC(=O)CSc1n[nH]c(=O)n1-c1ccccc1	i	-4	1	-0.6	-2
23	Cc1ccc(OCc2nc3ccccc3n2C(C(=O)NC(C)(C)C)c2ccccc2)cc1 (stereo not drawn)	i	.	.	-0.1	.
24	CCOc1ccccc1Nc1nc2ccccc2n1C(C)C	i	8	4	0.1	-1
25	Brc1ccc(-c2noc(COc3ccc4c(c3)CCC4)n2)o1	i	21	7	-0.8	-12
26	COc1cccc(C(C)(O)c2nc(-c3cccc(C(C)C)c3)cs2)c1 (stereo not drawn)	i	28	1	-0.3	-9
27	CCCCn1cnc2cc(C)c(C)cc21	i	-5	0	-0.3	-5
28	O=C(NCc1ccccc1)c1onc(CSc2nc3ccccc3[nH]2)c1C(=O)NCc1ccccc1	i	16	1	-0.2	-10

nr	eLon inh	CSN deneddyl inh	MsrA inhibitor	PABP1 MLLE inh
21	-8	4	-0.1	-10
22	3	4	-1.1	-7
23	.	-3	-0.2	.
24	11	-14	-1.1	-4
25	-8	8	-0.2	1
26	1	1	-0.4	0
27	-6	0	1.6	6
28	1	2	0.3	-9

Of the compounds above, these contain an aryl methoxy group:
nr	canonical_smiles	Neddyl block	FAS TE block	Rin1 Abl inh	Tb MetRS inh	bovine MsrA act
2	COc1cccc(Oc2nccc(N(C)C)c2C#N)c1	i	-3	1	-1.3	-9
3	COc1ccc(NC(=O)c2cc(CC(C)C)on2)cc1OC	i	-5	0	0.1	-1
9	COc1ccc(S(=O)(=O)N2CCCCC2)cc1NC(=S)Nc1cccc(Cl)c1C	i	18	3	-0.1	0
12	COc1ccccc1C(=O)OCC(=O)N1CCC(Cc2ccccc2)CC1	i	7	2	-0.3	-3
16	CC[C@]12c3[nH]c4ccccc4c3CCN1C(=O)C(CC(=O)NCc1ccc(OC)c(OC)c1)C[C@@H]2C(=O)N1CCN(C(=O)C2CC2)CC1 (stereo partly drawn)	i	-5	0	-1.4	3
26	COc1cccc(C(C)(O)c2nc(-c3cccc(C(C)C)c3)cs2)c1 (stereo not drawn)	i	28	1	-0.3	-9

nr	eLon inh	CSN deneddyl inh	MsrA inhibitor	PABP1 MLLE inh
2	-1	-3	3.4	-9
3	-10	-7	-0.2	18
9	-18	6	-1.0	27
12	-4	1	-0.3	-17
16	-3	-1	-0.7	8
26	1	1	-0.4	0
